Screening results as filed in PubChem BioAssay.
Anesthetic bind: binds horse apoferritin like a general anesthetic | Potency, µM (titrated, usually from 77.5 µM), inactives show at the top dose activity change, negative = displacement, most hits filed as inhibitors | AID 485281 | P02791 | actives 0.074% (n = 350,000) | apoferritin/1-aminoanthracene competitive binding, fluorescence; also: % is scaled to controls: 0 for no effect and ±100 for the full control effect; nearly all actives have a fitted effect of over 20% in size
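Concentration-response curves derived by four-parameter Hill fitting of normalized fluorescence, where compounds displaced 1-AMA from 10 uM horse apoferritin following a brief 10 min room-temperature incubation; propofol titration acted as positive control.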
BAZ2B inh: BAZ2B (human) inhibition. AID 504333. Potency, µM (top dose mostly 114 µM), without a hit: at the highest dose activity change, negative = inhibition, most hits filed as inhibitors. actives 4.4% (n = 360,000). AlphaScreen BAZ2B-H3K14Ac peptide displacement; also: % is scaled to controls: 0 for no effect and ±100 for the full control effect; nearly all actives have a fitted effect of over 60% in size
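BAZ2B (50 nM) with biotin-H3(5-23)K14Ac peptide (50 nM) in PBS pH 7.4, 0.01% Tween-20, preformed 30 min, then compound 30 min at room temperature; top concentration 110uM. AlphaScreen streptavidin donor/nickel chelate acceptor beads (10 ug/mL final), 20 min dark, signal read.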
Pol kappa inh: blocks human DNA polymerase kappa activity; Q9UBT6; purified Pol kappa, fluorescent DNA synthesis assay, 10 min; Potency, µM (series often up to 107 µM), inactives show top-dose activity, negative = inhibition, usual class: inhibitors; actives 0.53% (n = 400,000); AID 588579; also: % is scaled to controls: 0 for no effect and ±100 for the full control effect
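Pol kappa 10 nM + cpd, 15 min RT; start w/ substrate 50 nM final; fluorescence kinetic read, 0 and 10 min. Neg ctrl: buffer, no enzyme.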
POLB inh: DNA polymerase beta (human) inhibition. actives 1.3% (n = 340,000). Potency, µM (doses to about 114 µM), for inactives: at the top dose activity change, negative = inhibition, most hits filed as inhibitors. P06746. Pol beta primer extension/strand displacement, fluorescence kinetic; also: % is scaled to controls: 0 for no effect and ±100 for the full control effect
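Human Pol beta at 10 nM; strand-displacement substrate 50 nM final. Compound exposure 15 min at room temperature before start, reaction 10 min at room temperature.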
APE1 inh: inhibitors of human APE1 endonuclease; P27695; recombinant APE1, TAMRA/BHQ-2 abasic DNA cleavage fluorescence; Potency, µM (titrated, usually from 65.8 µM), for the others: top-dose activity change, negative = inhibition, actives largely listed as inhibitors; actives 0.35% (n = 350,000); AID 2517;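 also: plate controls were vehicle for no effect and reference inhibitor for full effect; nearly all actives have a fitted effect of over 55% in size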
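Incision of a quenched TAMRA/BHQ-2 THF abasic-site duplex (50 nM) by 0.75 nM APE1, after 15 min compound preincubation, measured as fluorescence increase over three 60 s reads. Values normalized to buffer, DMSO and NSC13755 control wells.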
BLM inh: Bloom syndrome helicase (human) inhibition; recombinant BLM DNA unwinding, fluorescence dequenching; actives 0.2% (n = 350,000); AID 2528; Potency, µM (highest dose often 56.1 µM), without a hit: at the highest dose activity change, negative = inhibition, hits mostly inhibitors;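 also: plate controls were vehicle for no effect and no enzyme for full effect; nearly all actives have a fitted effect of over 35% in size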
Pol eta inh: inhibitors of human DNA polymerase eta; Potency, µM (series often up to 114 µM), for inactives: at the top dose activity change, negative = inhibition, hits mostly inhibitors; AID 588591; Q9Y253; actives 1.2% (n = 390,000); recombinant Pol eta, fluorescent DNA replication assay; also: % is scaled to controls: 0 for no effect and ±100 for the full control effect
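Pol eta at 10 nM preincubated with compounds 15 min at room temperature; reaction started with fluorescent substrate (50 nM final) and read kinetically at 0 and 10 min.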
G9a inh: G9a (human) methyltransferase inhibition | Q96KQ7 | G9a H3K9 monomethylation, AlphaScreen, 2 h | Potency, µM (top dose mostly 102 µM), inactives show at the highest dose activity, negative = inhibition, most hits filed as inhibitors | actives 8.8% (n = 350,000) | AID 504332; also: % is scaled to controls: 0 for no effect and ±100 for the full control effect; nearly all actives have a fitted effect of over 75% in size
Target sequence (Q96KQ7 913-1193 limits assumed): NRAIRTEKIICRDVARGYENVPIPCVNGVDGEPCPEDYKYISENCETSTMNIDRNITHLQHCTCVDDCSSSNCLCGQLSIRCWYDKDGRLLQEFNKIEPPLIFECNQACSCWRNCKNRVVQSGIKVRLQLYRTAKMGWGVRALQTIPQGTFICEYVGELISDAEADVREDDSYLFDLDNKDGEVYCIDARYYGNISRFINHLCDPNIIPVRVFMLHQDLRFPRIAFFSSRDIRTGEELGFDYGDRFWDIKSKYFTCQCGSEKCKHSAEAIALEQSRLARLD
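AlphaScreen read-out: biotin-H3K9 peptide (500 nM) methylation by 20 nM enzyme with 20 uM SAM, 2 h at room temperature after 15 min compound preincubation; anti-monomethyl H3K9 antibody plus donor/acceptor beads, 10 min dark.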
POLI inh: inhibitors of human DNA polymerase iota; AID 588590; actives 1% (n = 390,000); Potency, µM (series often up to 115 µM), without a hit: at the top dose activity, negative = inhibition, actives largely listed as inhibitors; Q9UNA4; Pol iota fluorescent replication assay, 10 min
Target sequence (Q9UNA4 whole entry, looked up): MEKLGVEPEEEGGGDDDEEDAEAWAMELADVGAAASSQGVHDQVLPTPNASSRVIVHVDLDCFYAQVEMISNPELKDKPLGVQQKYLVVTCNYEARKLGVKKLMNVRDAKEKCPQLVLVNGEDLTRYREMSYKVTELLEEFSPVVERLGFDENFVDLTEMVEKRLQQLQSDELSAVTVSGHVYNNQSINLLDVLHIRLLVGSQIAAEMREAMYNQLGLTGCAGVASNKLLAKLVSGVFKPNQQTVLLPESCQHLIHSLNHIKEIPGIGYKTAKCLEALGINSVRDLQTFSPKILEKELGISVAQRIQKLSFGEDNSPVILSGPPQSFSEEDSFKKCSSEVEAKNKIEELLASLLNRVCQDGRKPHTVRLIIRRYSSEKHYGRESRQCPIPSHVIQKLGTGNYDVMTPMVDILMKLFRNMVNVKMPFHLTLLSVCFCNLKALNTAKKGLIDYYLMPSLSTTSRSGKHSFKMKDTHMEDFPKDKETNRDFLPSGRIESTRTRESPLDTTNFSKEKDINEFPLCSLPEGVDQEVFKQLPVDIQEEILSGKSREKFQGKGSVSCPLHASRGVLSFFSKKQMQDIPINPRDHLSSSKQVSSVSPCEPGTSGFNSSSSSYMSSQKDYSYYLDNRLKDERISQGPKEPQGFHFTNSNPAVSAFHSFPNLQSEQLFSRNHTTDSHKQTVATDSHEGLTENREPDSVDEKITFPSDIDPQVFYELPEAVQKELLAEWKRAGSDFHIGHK
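Pol iota at 10 nM preincubated 15 min with compounds at room temperature; reaction started with fluorescent substrate, 50 nM final. Fluorescence read kinetically at 0 and 10 min; buffer-only wells as negative control.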
* = called active by the depositor; ? = inconclusive; . = not tested or not shown; & = joins results of further samples; [ ] = dose if it differs, or a comment. Calls follow the shape of the dose curve; as a rule, active = well fitted curve in the direction sought with a large enough effect; inconclusive = small, poorly fitted or top-dose-only effect, or another doubt; inactive = no such curve, though single readings can be large; an effect the other way counts as inactive or inconclusive. Potency is read from the fitted curve at half-maximal effect. Only part of the results is shown; count on the stated rates, not on these rows.

SMILES	Anesthetic bind	BAZ2B inh	Pol kappa inh	POLB inh	APE1 inh	BLM inh	Pol eta inh	G9a inh	POLI inh
Cn1c(SCC(=O)N2CCN(S(=O)(=O)c3ccccc3)CC2)nc2ccccc21	106.7%[activator]	-5.0%	-6.1%	32.7%	0.1%	?	-3.5%	3.6%[12.7 µM]	12.9%
CN(CC(=O)Nc1cccc(F)c1)CC(=O)NC(c1ccccc1)c1ccccc1	.	1.1%	-12.5%	.	6.1%	.	-6.7%	-10.8%[59 µM]	-7.7%
CC(=O)N[C@@H](CSC/C=C(\C)CCC=C(C)C)C(=O)O	-3.8%&1.6%	.	6.3%&-1.7%[19.4 µM]	.	0.6%&-0.2%&0.2%	-4.2%	.	32.7%[59 µM]	.
COc1ccc(C(=O)/C=C/c2cccnc2)c(OC)c1	-3.9%	2.6%	6.1%	7.6%	-0.1%	1.2%	8.2%	.	?
Cc1ccc2cccc(OCCOCCOc3ccccc3Br)c2n1	-8.3%	13.2%	-7.0%	29.6%	14.1%	-4.6%	-24.3%	21.3%[59 µM]	13.0%
Cc1cc(C(=O)N/N=C/c2ccc3c(c2)OCO3)c(C)o1	-8.6%	-28.6%	-0.4%	1.2%	2.0%	0.6%	-15.7%	-2.7%	96.9%[activator]
COc1ccc(C2c3[nH]c4ccccc4c3C[C@H]3C(=O)N(c4ccccc4C(=O)N4CCC[C@@H]4C(=O)O)C(=O)N23)cc1 (some centres undefined)	.	0.7%	-7.0%	.	20.8%	.	-12.1%	-0.9%[12.7 µM]	-19.3%
COc1ccc(N2CCN(C(=O)C(C)n3nc(C)c4sc5ccccc5c4c3=O)CC2)cc1 (centres undefined)	?	-21.0%	-12.2%	?	.	50.7%[activator]	-17.6%	?	17.0%
COC(C(=O)Nc1ccnn1C1CCN(Cc2nccs2)CC1)c1ccccc1 (centres undefined)	-5.1%	-2.6%	-0.8%	27.8%	22.8%	-5.0%	-16.1%	6.2%	14.3%
COc1ccc(S(=O)(=O)N2CCCC2CNC(=O)C(=O)Nc2ccc(F)cc2)cc1 (centres undefined)	.	-10.6%	4.7%	.	1.2%	.	-4.4%	-1.0%	12.1%
Cc1cc(F)ccc1S(=O)(=O)Nc1ccccc1C(=O)NC1CCN(Cc2ccccc2)CC1	.	-35.8%	-8.4%	.	-7.2%	.	-14.2%	?	-23.5%
O=C(CN1C(=O)c2ccccc2C1=O)NC1CCCCCC1	-22.0%	1.4%	0.4%	-28.5%	54.5%	-3.3%	-11.1%	21.9%	8.7%
CCOc1ccc(C(=O)N(CC(=O)Nc2cccc(C)c2C)CC2CCCO2)cc1OC (centres undefined)	.	-15.1%	0.6%	.	54.1%[activator]	.	-3.6%	14.9%[12.7 µM]	10.5%
C=CCOC(=O)C1=C[C@H](C2CCCCC2)[C@@H](CCCO)[C@H](OCC)O1	-17.4%	-7.5%	-5.1%	6.1%	-0.6%	-1.4%	-25.9%	-5.5%[59 µM]	-2.3%
CC(C)N(Cc1ccccc1)C(=S)Nc1ccc(OC(F)F)cc1	-6.0%	5.6%	-14.1%	25.2%	-0.7%	-5.9%	-12.7%	11.8%[59 µM]	1.1%
Cc1ccc(C(=O)Nc2ccc(S(=O)(=O)Nc3cnc4ccccc4n3)cc2)cc1	-5.2%	-5.0%	?	-2.2%	-0.3%	-3.4%	-22.8%	50.1µM*	?
CCc1nccn1CCC(=O)N1CCc2c([nH]c3ccccc23)C1CC(C)C (centres undefined)	-15.2%	-36.5%	0.9%	-0.2%	0.4%	-3.6%	-19.4%	?	40.0%
Cc1cc(N)n(-c2ccc(C)c(C)c2)n1	-23.6%	-28.7%	-9.3%	2.6%	?	-4.0%	-3.2%	?	-1.7%
CC(=O)c1ccc(S(=O)(=O)N2CCC(Oc3ccc(-n4cnnn4)cc3)CC2)cc1	-4.8%&8.9%	-20.0%&1.3%	0.5%&-6.3%	-9.1%&26.0%	36.1%	0.8%&3.5%	-22.5%&-4.1%	48.9%	4.4%&12.8%
Cc1cc(C)c2c(c1)cc(C)c1nnc(SCC(=O)N3CCCc4ccccc43)n12	3.6%	4.0%	-14.4%	-2.1%	4.1%	4.0%	-17.8%	2.9%[59 µM]	4.0%
CC(C)OC(=O)c1ccc(Cn2nnc3ccccc3c2=O)cc1	?	43.8%[activator]	-8.0%	0.7%	8.1%	-7.1%	-4.8%	109.3%[activator]	-3.6%
COc1ccc(Oc2ccc(/C=C/C(=O)c3cccc(OC)c3)cc2[N+](=O)[O-])cc1	-3.9%	-38.2%	2.6%	18.4%	1.3%	-5.4%	-15.2%	?	-6.9%
COc1ccccc1-c1nccc(-n2ccnc2)n1	-8.5%	.	-7.3%[60.1 µM]	.	3.0%	2.4%	.	.	.
CC1(C)CC(=O)C(C=NCCN2CCN(C(=O)CCl)CC2)=C(O)C1	-13.0%	0.6%	-8.4%	-9.0%	0.4%	-0.3%	-3.7%	?	16.4%
COc1ccc(N(CC(=O)N/N=C/c2cc(OC)ccc2OC)S(=O)(=O)c2ccccc2)cc1	32.8%[activator]	-1.8%	4.6%	4.7%	3.3%	-4.6%	-20.6%	-0.8%	11.7%
Cc1c(N2C(=O)c3ccccc3C2(O)c2ccccc2)c(=O)n(-c2ccccc2)n1C (centres undefined)	5.4%	4.4%	-6.2%	6.8%	2.8%	-0.8%	-2.2%	.	18.0%
Cc1cccc(C)c1NC(=O)CN(C)C(=O)c1ccccc1C(=O)N(C)Cc1ccccc1	-1.1%	1.2%	2.5%	-0.2%	1.8%[12.4 µM]	2.9%	-10.5%	-3.2%[59 µM]	4.5%
Cc1nn(C(=O)c2cccs2)c(N)c1-c1ccccc1	-10.8%	-5.2%	-4.1%	-4.0%	-2.4%	-8.1%	-22.3%	14.7%	28.4%
CC(C)NC(=O)c1ccc(N2CCOCC2)nc1	-5.3%	2.0%	-3.8%	-18.3%	-3.4%	-2.5%	1.2%	-39.6%[59 µM]	11.5%
COc1ccc(-c2nc3ccc(C)cc3c(=O)o2)cc1OC	-9.3%	-15.3%	-4.8%	0.8%	27.4%	-4.0%	-11.4%	-7.9%	115.3%[activator]
CC1=CC(=C(C#N)C#N)C=C(C)N1CCC(C)C	-1.1%	-1.2%	-2.6%	2.9%	?	-4.2%	-2.5%	-18.2%	11.7%
O=C(NCCC1=CCCCC1)C1CCN(C(=O)N2CCOc3ccccc32)CC1	4.7%	-3.8%	-1.9%	21.3%	.	-2.1%	-4.3%	-9.8%[59 µM]	16.2%
COc1ccccc1-c1cc(C(=O)NCc2cccs2)no1	-21.5%	-19.8%	-15.6%	14.2%	-8.0%	-2.3%	-5.7%	-8.0%	6.0%
COc1ccccc1S(=O)(=O)Cc1ccc(C(=O)NCCN2CCCC2)o1	-6.6%	1.3%	-1.4%	28.3%	2.4%	1.0%	-8.2%	6.3%[59 µM]	-1.1%
OCCOc1nnnn1-c1ccccc1	-4.1%	-11.1%	-1.8%	6.2%	2.3%	-0.8%	-1.0%	-23.4%	15.5%
Cc1[nH]n(-c2ccccc2)c(=O)c1C(c1ccccc1[N+](=O)[O-])C(C#N)C#N (centres undefined)	0.1%	?	4.0%	28.3%	1.4%	-1.2%	-7.1%	28.2µM*	5.5%
Cc1ccc(O)c(C2=NOC(O)(C(F)(F)C(F)F)C2)c1 (centres undefined)	?	-3.8%	-13.3%	48.7%	10.6%	-6.2%	-13.0%	?	10.5%
CCCCNC(=O)CSc1nc2cc3c(cc2c(=O)n1CCCC(=O)NCc1ccc2c(c1)OCO2)OCO3	-8.1%	0.0%	-5.4%[60.1 µM]	38.4%[activator]	.	-0.3%	-5.1%	20.1%[59 µM]	89.1µM*
CN(C)c1ccc(NC(=O)CN2CCC(NC(=O)C3CCCCC3)CC2)cc1	-1.7%	-38.0%	-1.7%	77.4%	13.1%	0.5%	-7.7%	?	-25.0%
COc1ccccc1CC(NC(C)=O)C(=O)NC1CCN(c2nnnn2-c2ccccc2)CC1 (centres undefined)	0.0%	-3.6%	2.2%	-0.8%	?	1.1%	-10.1%	1.2%[59 µM]	30.4%[activator]

Shown as comma-separated lines: part of the list above.
Structure,Anesthetic bind,BAZ2B inh,Pol kappa inh,POLB inh,APE1 inh,BLM inh,Pol eta inh,G9a inh,POLI inh
COc1ccccc1-c1cc(C(=O)NCc2cccs2)no1,-21.5%,-19.8%,-15.6%,14.2%,-8.0%,-2.3%,-5.7%,-8.0%,6.0%
COc1ccccc1S(=O)(=O)Cc1ccc(C(=O)NCCN2CCCC2)o1,-6.6%,1.3%,-1.4%,28.3%,2.4%,1.0%,-8.2%,6.3%[59 µM],-1.1%
OCCOc1nnnn1-c1ccccc1,-4.1%,-11.1%,-1.8%,6.2%,2.3%,-0.8%,-1.0%,-23.4%,15.5%
Cc1[nH]n(-c2ccccc2)c(=O)c1C(c1ccccc1[N+](=O)[O-])C(C#N)C#N (centres undefined),0.1%,?,4.0%,28.3%,1.4%,-1.2%,-7.1%,28.2µM*,5.5%
Cc1ccc(O)c(C2=NOC(O)(C(F)(F)C(F)F)C2)c1 (centres undefined),?,-3.8%,-13.3%,48.7%,10.6%,-6.2%,-13.0%,?,10.5%
CCCCNC(=O)CSc1nc2cc3c(cc2c(=O)n1CCCC(=O)NCc1ccc2c(c1)OCO2)OCO3,-8.1%,0.0%,-5.4%[60.1 µM],38.4%[activator],.,-0.3%,-5.1%,20.1%[59 µM],89.1µM*
CN(C)c1ccc(NC(=O)CN2CCC(NC(=O)C3CCCCC3)CC2)cc1,-1.7%,-38.0%,-1.7%,77.4%,13.1%,0.5%,-7.7%,?,-25.0%
COc1ccccc1CC(NC(C)=O)C(=O)NC1CCN(c2nnnn2-c2ccccc2)CC1 (centres undefined),0.0%,-3.6%,2.2%,-0.8%,?,1.1%,-10.1%,1.2%[59 µM],30.4%[activator]
